Screens as filed in PubChem.
SMN2 splice enh = increases expression of the SMN2 splice variant. HEK293 SMN2-luciferase splicing reporter, luminescence, 30-36 h. Potency, µM (series often up to 46.1 µM), for inactives: at the highest dose activity change, positive = activation, usual class: activators. actives 2.8% (n = 210,000). AID 1458; note: % of control where 0% means no effect; nearly all actives have a fitted effect of over 55% in size
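HEK293 cells carry an SMN2 minigene-luciferase reporter in which exon 7 inclusion puts luciferase in frame. Cells were seeded at 2000 cells/well, attached for 10-12 hours, then exposed to compounds for 30-36 hours at 37C before ONE-Glo luminescence.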
Tau fibril ThT = blocks human tau fibril formation measured by thioflavin T; P10636; recombinant tau K18 P301L (four-repeat tau fragment), heparin-induced fibrillization, ThT fluorescence; Potency, µM (series often up to 57.4 µM), for the others: at the highest dose activity, negative = inhibition, hits mostly inhibitors; actives 2.1% (n = 270,000); note: % is set by controls: 0 for no effect and ±100 for the full control effect; nearly all actives have a fitted effect of over 55% in size
Target sequence (P10636 561-689 P618L limits assumed): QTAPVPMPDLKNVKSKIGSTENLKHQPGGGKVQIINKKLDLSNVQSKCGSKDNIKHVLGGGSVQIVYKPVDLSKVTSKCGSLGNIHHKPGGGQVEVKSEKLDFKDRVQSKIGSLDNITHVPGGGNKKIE
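In this qHTS, human K18 P301L tau is incubated with compound and heparin for 6 hr at 37 C, and Thioflavin T fluorescence then reports fibril load.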
* = called active by the depositor; ? = inconclusive; [ ] = another dose, or the depositor's remark. Calls come from the whole dose curve; as a rule, active = well fitted curve in the direction sought with a large enough effect; inconclusive = small, poorly fitted or top-dose-only effect, or another doubt; inactive = no such curve, though single readings can be large; an effect the other way counts as inactive or inconclusive. Potency is the fitted concentration of half-maximal effect.

item	compound	SMN2 splice enh	Tau fibril ThT
1	CCOc1ccc(CNC(=O)c2cc(-c3ccc(Cl)s3)nc3ccccc23)cc1	2%	5%
2	COc1ccc(C2=C(N3CCN(c4cc(C)ccc4C)CC3)c3ccccc3C2=O)cc1	2%	?
3	CC1=C(C(=O)Nc2ccc(C)cc2C)C(c2ccc(C(C)C)cc2)n2nc(C(F)(F)F)nc2N1 (stereo not drawn)	-7%	?
4	Cc1cccc(Cn2c(=O)n(-c3ccc(Cl)c(Cl)c3)c(=O)c3c(C)c(C)sc32)c1	-14%	4%
5	Cn1c(=O)c2c(nc(Oc3ccccc3Cl)n2Cc2ccc(C#N)cc2)n(C)c1=O	-7%	-4%
6	CCCn1c(=N)c(C(=O)NCc2cccnc2)cc2c(=O)n3cc(C)ccc3nc21	-5%	-2%
7	COC(=O)c1cc2oc3ccccc3c2n1CC(=O)Nc1cc(OC)cc(OC)c1	0%	-5%
8	CC1=C(C(=O)Nc2ccc(C)cc2C)C(C(C)C)n2nc(SCc3ccccc3Cl)nc2N1 (stereo not drawn)	-9%	1%
9	CCOC(=O)Cn1cc2c(c1-c1ccc(Cl)cc1)c(=O)n(C)c(=O)n2C	7%	-12%
10	Cn1c(CCNC(=O)c2ccco2)nc2cc(NC(=O)COc3ccc(Cl)cc3)ccc21	-10%	-11%
11	CCCNC(=O)c1cc2nc(-c3ccc(Br)cc3)cc(C(F)(F)F)n2n1	-5%	-4%
12	N#Cc1ccccc1Cn1c(=O)n(-c2ccc(F)c(Cl)c2)c(=O)c2sccc21	6%	10%
13	Cc1nc2nc[nH]n2c(=O)c1NS(=O)(=O)c1ccc(Br)cc1	0%	-1%
14	Clc1ccc2c(c1)-n1cc(-c3ccccc3)nc1CO2	?	?
15	Cc1ccc(C)c(NC(=O)Cn2c(=O)n(CCC(=O)NCc3ccc4c(c3)OCO4)c(=O)c3ccccc32)c1	-8%	0%
16	O=C(Cn1cc(S(=O)(=O)c2ccccc2)c(=O)c2cc(Cl)ccc21)Nc1ccc2c(c1)OCO2	13%	-6%
17	Cc1cccc(NC(=O)C2CCCN(c3nnc(-n4c(C)ccc4C)s3)C2)c1C (stereo not drawn)	-2%	-14%
18	Cc1ccc2nc3c(c(Nc4ccc(C)c(C)c4)c2c1)CCC3	-49%[inhibitor]	-4%
19	CCOc1ccc(CNC(=O)C2CCN(c3nn4c(=O)cc(C)nc4s3)CC2)cc1	-13%	?
20	CCOC(=O)c1[nH]c2ccccc2c1NC(=O)c1ccccc1OC	-13%	?

Random excerpt: two records from the list
item	compound	SMN2 splice enh	Tau fibril ThT
5	Cn1c(=O)c2c(nc(Oc3ccccc3Cl)n2Cc2ccc(C#N)cc2)n(C)c1=O	-7%	-4%
4	Cc1cccc(Cn2c(=O)n(-c3ccc(Cl)c(Cl)c3)c(=O)c3c(C)c(C)sc32)c1	-14%	4%

Next records follow.
item	compound	SMN2 splice enh	Tau fibril ThT
21	CCc1nn(CC(=O)N2CCN(c3cc(C)ccc3C)CC2)c(=O)c2cc3occc3n12	2%	1%
22	COc1ccccc1NC(=O)c1sc2nc3c(cc2c1N)CCCCCC3	-5%	?
23	Cc1ccc(Cc2cn3cc(-c4ccc(F)cc4)nc3s2)cc1	?	-7%
24	Cc1nc(SCc2ccccc2Cl)c(C#N)c(C)c1C	-7%	0%
25	CCc1ccc(-n2nc3ccc(NC(=O)COc4ccc(OC)cc4)cc3n2)cc1	?	?
26	Cc1cccc(C)c1NC(=O)Cn1cc(C(=O)c2ccco2)c2ccccc21	-11%	?
27	Cc1cccn2c(=O)c(/C=C(\C#N)c3nc4ccccc4s3)c(Oc3ccc(Br)cc3)nc12	6%	?
28	CN(C)c1ccc(CN(CC2CCCO2)C(=O)c2ccc(Br)cc2)cc1 (stereo not drawn)	-5%	-12%
29	COc1ccccc1NC(=O)Cn1cnc2ccc(S(=O)(=O)N3CCC(C)CC3)cc2c1=O	-1%	9%
30	Cc1ccc(NC(=O)Cn2c(CCC(=O)O)ccc2-c2ccc(Cl)cc2)cc1	11%	-8%
31	Cc1ccc(-n2c(=O)c3c(cnn3C)n(CC(=O)Nc3ccccc3C)c2=O)cc1	16%	-9%
32	Cc1ccc(CN(C(=O)COc2ccc(C(C)(C)C)cc2)C2CCS(=O)(=O)C2)o1 (stereo not drawn)	-31%[inhibitor]	-2%
33	Cc1cccc(NC(=O)c2oc3ccccc3c2NC(=O)Cc2coc3ccc(C(C)C)cc23)c1	23%	10%
34	CCCN(C(=O)Cn1ncc2c1-c1ccccc1OC2)c1cccc(C)c1	-18%	-15%
35	COc1ccccc1N1CCN(Cc2cc(COC(C)C)c3cccnc3c2O)CC1	-72%[inhibitor]	?
36	CCOc1ccc(NC(=O)Cn2c(CCC(=O)O)ccc2-c2ccc(C)cc2)cc1	-9%	-10%
37	Cc1ccccc1NC(=O)[C@H](CSCc1ccccc1)N1Cc2ccccc2C1=O	1%	-11%
38	N#Cc1ccc(-c2cccs2)nc1SCc1c(F)cccc1Cl	2%	6%
39	Cc1ccc(C(=O)Nc2cc3nn(-c4ccccc4)nc3cc2Cl)c(C)c1	-2%	-1%
40	COc1cc(OC)cc(-c2nc3n(n2)C(c2ccccc2F)C(C(=O)Nc2cccnc2)=C(C)N3)c1 (stereo not drawn)	-2%	-6%

The list goes on.
item	compound	SMN2 splice enh	Tau fibril ThT
41	CCCc1ccc(OCC(=O)Nc2sc3c(c2C(=O)OC)CCCCC3)cc1	-10%	?
42	CCC(C)NC(=O)c1sc2nc(C)c(C(=O)Nc3ccc(C)cc3C)c(-c3ccc(Cl)cc3)c2c1N (stereo not drawn)	6%	-19%
43	CCC(=O)N1CCc2cc(Br)cc(S(=O)(=O)N3CCC(C(=O)N(CC)CC)CC3)c21	7%	6%
44	Cc1ccccc1Nc1cc(C(=O)NC2CCCCC2)c2ccccc2n1	-1%	11%
45	CCOc1ccc(NC(=O)CSc2oc(-c3ccco3)nc2S(=O)(=O)c2ccc(C)cc2)cc1	-7%	-6%
46	Cc1cccc(N2CCN(C(=O)c3cc4c(=O)oc5ccccc5c4s3)CC2)c1C	0%	-14%
47	COCCCNC(=O)c1sc2nc(C)c(C(=O)Nc3ccc(C)cc3C)c(-c3ccc(Br)cc3)c2c1N	-9%	?
48	COc1ccc(C2c3cc(OC)c(OC)cc3CC(=O)N2c2ccc(C)cc2)cc1 (stereo not drawn)	?	-13%
49	O=C(O)c1cccc(Nc2ncnc3scc(-c4ccccc4)c23)c1	-15%	-4%
50	CCOc1ccc(NC(=O)Cn2c(C)ccc(C#N)c2=O)cc1	-9%	1%
51	O=C(Nc1ccc(F)c(F)c1)C1CCCN(S(=O)(=O)c2cccc3nonc23)C1 (stereo not drawn)	0%	8%
52	CCOC(=O)C1CCCN(C(=O)c2ccc3c(c2)N(Cc2ccc(Cl)cc2)C(=O)c2ccccc2S3=O)C1 (stereo not drawn)	-11%	-10%
53	O=C(Nc1ccc(O)c(-c2nc3ccccc3o2)c1)c1ccc(Br)cc1	-2%	-8%
54	COc1ccc(-c2nnc(SCc3cccc(Cl)c3)o2)cc1	-22%	?
55	CCc1ccccc1NC(=O)C1(C)Cc2ccccc2C(=O)O1 (stereo not drawn)	-3%	-1%
56	COc1ccccc1N1CCN(C(=O)Cn2cnc3sc(C)c(S(=O)(=O)N4CCC(C)CC4)c3c2=O)CC1	3%	-14%
57	CCCCc1ccc(NC(=O)CSc2nc3ccccc3nc2N2CCOCC2)cc1	-2%	?
58	Cc1sc2ncn(CC(=O)N3CCN(c4ccc(F)cc4)CC3)c(=O)c2c1S(=O)(=O)N1CCC(C)CC1	-2%	-10%
59	COc1ccc(NC(=O)C2CCN(c3cnccn3)CC2)cc1Cl	-4%	-9%
60	CCOc1ccccc1NC(=O)CCS(=O)(=O)c1cccc2nsnc12	8%	4%

Numbers 41 to 45 of the list above:
item	compound	SMN2 splice enh	Tau fibril ThT
41	CCCc1ccc(OCC(=O)Nc2sc3c(c2C(=O)OC)CCCCC3)cc1	-10%	?
42	CCC(C)NC(=O)c1sc2nc(C)c(C(=O)Nc3ccc(C)cc3C)c(-c3ccc(Cl)cc3)c2c1N (stereo not drawn)	6%	-19%
43	CCC(=O)N1CCc2cc(Br)cc(S(=O)(=O)N3CCC(C(=O)N(CC)CC)CC3)c21	7%	6%
44	Cc1ccccc1Nc1cc(C(=O)NC2CCCCC2)c2ccccc2n1	-1%	11%
45	CCOc1ccc(NC(=O)CSc2oc(-c3ccco3)nc2S(=O)(=O)c2ccc(C)cc2)cc1	-7%	-6%

Additional compounds:
item	compound	SMN2 splice enh	Tau fibril ThT
61	CC(C)(C)n1cnc2cc(NCc3ccccc3Cl)ccc21	29%	?
62	CCOc1cccc(C2c3c(oc4cc(C)c(C)cc4c3=O)C(=O)N2c2nc(C)c(C)s2)c1 (stereo not drawn)	1%	4%
63	Cc1ccccc1-c1nc(CN2CCC(C(=O)NC(C)C)CC2)c(C)o1	-8%	5%
64	CCCn1c(SCC(O)c2cccc(OC)c2)nc2ccccc21 (stereo not drawn)	-2%	-1%
65	CC(=O)N1CCc2c(sc3c2c(=O)n(Cc2ccccc2)c(=O)n3Cc2cccc(Cl)c2)C1	11%	-6%
66	Cc1ccc(-n2nc(CO)c(C(=O)NCCCc3ccccc3)n2)cc1	-11%	-1%
67	COc1ccc(NC(=O)c2oc3ccccc3c2NC(=O)Cc2cccs2)cc1	?	6%
68	CCSc1nnc(NC(=O)c2cc(=O)c3cc(C)ccc3o2)s1	-4%	?
69	CCOc1ccccc1NC(=O)CN1C(=O)CC(c2ccco2)Sc2ccccc21 (stereo not drawn)	-33%[inhibitor]	-20%
70	CCCCN1C(=O)C(O)(c2c(C)[nH]c3ccccc23)c2cc(Br)ccc21 (stereo not drawn)	5%	-21%
71	COc1cccc2cc(C(=O)Nc3ccc(C)cc3)c(=O)oc12	14%	-10%
72	O=c1c(-c2cc(-c3ccc(Cl)cc3)nc3c2COc2ccccc2-3)coc2ccccc12	5%	3%
73	COC(=O)Cc1c(C)c2cc3c(c(C)c2oc1=O)OCN(CCc1ccc(OC)cc1)C3	-4%	-8%
74	Cc1ccc(S(=O)(=O)c2nc(-c3ccco3)oc2SCC(C)C)cc1	-7%	?
75	Cc1nc2ccc(S(=O)(=O)N(C)CC(=O)Nc3ccc(Br)c(C)c3)cc2s1	11%	5%
76	COc1cc(NC(=O)C(NC(=O)C2CCC(C)CC2)C(C)C)cc(OC)c1OC (stereo not drawn)	19%	-8%
77	COc1ccc(-n2nc(C(=O)Nc3ccc(C)cn3)c3c4ccccc4n(C)c3c2=O)cc1Cl	8%	5%
78	Fc1cc(F)c2ncc3c(-c4ccccc4)nn(-c4cccc(Cl)c4)c3c2c1	1%	7%
79	CCOC(=O)c1cnc2c(C)cc(Cl)cc2c1NCCc1ccc(OC)c(OC)c1	-4%	?
80	COc1cc(OC)c(NC(=O)c2cnn(-c3ccccc3)c2-n2cccc2)cc1Cl	1%	10%

The list goes on:
item	compound	SMN2 splice enh	Tau fibril ThT
81	COC(=O)c1ccc([C@@H]2Nc3c(OC)ccc(C)c3[C@@H]3C=CC[C@@H]32)cc1	-18%	13µM*
82	CCn1c(C(=O)NCc2ccccc2Br)cc2oc3ccccc3c21	4.5µM*	-1%
83	COc1ccc(C2CC(=O)Nc3c2c(=O)n(C)c2nc4ccccc4n32)cc1 (stereo not drawn)	12%	-3%
84	Cc1nn(-c2ccccc2)c(OC(=O)C(C)C)c1Sc1ccc(Cl)cc1	1%	?
85	COc1cccc(N2CCN(c3ccc4nnc(CCC(=O)O)n4n3)CC2)c1	3%	-12%
86	O=C1C(c2ccc(C(F)(F)F)cc2)=C(Nc2ccc(Cl)cc2)c2ccccc21	6%	-12%
87	Cc1cc(OC(C)C(=O)N(Cc2ccco2)Cc2ccco2)cc(C)c1Cl (stereo not drawn)	-12%	?
88	Cc1nn(-c2ccccc2)c(OC(=O)c2ccccc2Br)c1S(=O)(=O)c1ccccc1	18%	-14%
89	COc1ccc2nc(NC(=O)c3cc(=O)c4ccccc4o3)sc2c1	21%	0.89µM*
90	CCOC(=O)c1cc(OC(=O)c2ccc(OC)cc2)n(-c2ccccc2)n1	-4%	-12%
91	CCC1CCCCN1CCCNC(=O)c1ccc2c(c1)N(Cc1ccc(Cl)cc1)C(=O)c1ccccc1S2(=O)=O (stereo not drawn)	5%	?
92	Cc1ccc(-n2ncc(C(=O)NCCc3c[nH]c4ccccc34)c2C2CCN(C(=O)OC(C)(C)C)CC2)cc1C	-1%	-14%
93	COc1cccc(NC(=O)Cn2c(=O)n(CCC(=O)NCCc3ccc(Cl)cc3)c(=O)c3ccccc32)c1	-8%	?
94	Cc1ccccc1CCNC(=O)c1ccc(NC(=O)N2CC(C)Sc3ccccc32)cc1 (stereo not drawn)	15%	12%
95	CCOCCCNC(=O)Cn1nc(CC)n2c(cc3c(OC)cccc32)c1=O	8%	-5%
96	CCS(=O)(=O)c1ncc(Cl)c(C(=O)Nc2ccccc2)n1	-62%[inhibitor]	?
97	COc1ccc(-c2nnn3c2nc(N2CCCC(C)C2)c2ccccc23)cc1 (stereo not drawn)	-1%	?
98	CC(C)c1ccc(C2NC(=O)c3c(sc4c3CCN(C)C4)N2)cc1 (stereo not drawn)	1%	?

These rows are one share of the data; count on the stated rates, not on these rows.
